High-throughput results from PubChem BioAssay.
TAG inh: inhibitors of triacylglycerol accumulation, primary screen, cell-based, uHTS, fluorescence, H9c2; H9c2 cells, Nile Red lipid (TAG) fluorescence; cells loaded with 200 µM oleic acid; inhibition, % at 12.5 µM; hit rate 0.66% among 230,000; AID 651582, 2012;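 active means pattern-corrected inhibition of lipid staining of at least 50% with the nuclear-stain viability signal not falling by more than 50%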;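 further: 0% = DMSO wells and 100% = triacsin C control wells; some results filed as inactive read as strong as hits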
TAG inh DAPI viability: recorded beside TAG inh, whose call it bears; DAPI nuclei signal change (viability), lower = more cytotoxic, %;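 whole-well DAPI fluorescence read on a plate reader as a viability signal; minus 50 percent equals half of cells still viable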
Numbers without * were called inactive.

Every second line gives: TAG inh	TAG inh DAPI viability
> COc1ccc(S(=O)(=O)N2CCNCC2)cc1OC
    6.1	-5.5
> COc1cc(OC)cc(C(=O)NCC(=O)OCC(=O)NCc2ccco2)c1
    -0.6	0.6
> O=C(NCc1ccccn1)C(=O)Nc1nc(C23CC4CC(CC(C4)C2)C3)cs1
    0.3	4.0
> Cc1cc(C)c2c(=O)n(CC(=O)Nc3cccc(F)c3)sc2n1
    -0.9	-2.8
> C[C@H](CO)N1C[C@H](C)[C@@H](CN(C)Cc2ccc(Oc3ccccc3)cc2)OCc2cnnn2CCCC1=O
    7.5	-2.3
> COc1cc(OC)cc(C(=O)OC/C(O)=C(\C#N)c2nc3ccccc3[nH]2)c1
    1.8	3.4
> COc1cc(NC(=O)c2cc(OC)c(OC)c(OC)c2)ccc1NC(=O)c1cccs1
    13.0	-12.3
> NS(=O)(=O)c1ccc(NC(=O)COC(=O)c2cc3ccccc3oc2=O)cc1
    -5.2	-2.0
> CC1(C)CC(=O)C2=C(C1)OC(N)=C(C#N)C2c1ccsc1 (stereo not given)
    -5.7	4.7
> CCCOC1CCCN(C(=O)c2ccc(OC3CCN(C(=O)COC)CC3)cc2)C1 (stereo not given)
    -9.1	6.2
> O=C(Nc1ccc(NC(=S)NC(=O)c2ccccc2F)cc1)c1cccs1
    0.8	16.6
> O=C(Cn1cc(F)c(=O)[nH]c1=O)c1ccco1
    -4.2	-0.4
> COc1ccc(OC)c(-n2c(=S)[nH]c3cc(C(=O)N4CCC(C(N)=O)CC4)ccc3c2=O)c1
    -8.6	16.9
> CCCC(=O)Nc1ccc(S(=O)(=O)Nc2cc(OC)ncn2)cc1
    2.4	4.3
> Cc1nnc(NC(=O)c2cccc(S(=O)(=O)N3CC(c4ccccc4)CC3=O)c2)s1 (stereo not given)
    -2.2	-11.1

Going on with the list.
Every second line gives: TAG inh	TAG inh DAPI viability
> CC(Sc1nncn1C)C(=O)NCc1ccc2c(c1)OCO2 (stereo not given)
    14.5	22.6
> Cn1c(N)c(C(=O)COC(=O)Cc2ccc(F)cc2)c(=O)n(C)c1=O
    -1.3	-2.0
> CC(OC(=O)c1ccccc1Oc1ccccc1)C(=O)NC1CC1 (stereo not given)
    -11.3	8.5
> C=CCc1cc(C=O)cc(OCC)c1O
    2.8	-4.0
> Cc1nn(-c2ccccc2)cc1/C=N/NC(N)=S
    -6.6	-1.3
> COc1ccc(N2CCN(c3nc4ccccc4n3CC(=O)c3ccccc3)CC2)cc1
    20.4	-1.8
> CCN1C(=O)Cc2cc(S(=O)(=O)N3CCOCC3)ccc21
    3.1	2.3
> Cc1ccc(OCC(=O)NNC(=S)NC(=O)c2cccs2)c(C)c1
    16.7	6.6
> CCOc1ccccc1NC(=O)C(Sc1ccccc1)c1ccccc1 (stereo not given)
    -56.8	0.8
> N#C/C(C(=O)Oc1ccccc1)=C1/Nc2ccccc2-c2ccccc21
    6.9	-3.2
> Cc1cccc(-c2cccc(NC(=O)C3CCCN(C(=O)c4ocnc4C)C3)c2)c1 (stereo not given)
    34.6	3.7
> Cc1ccc(/C=C2/SC(=S)N(CCCC(=O)Nc3ccc(O)cc3)C2=O)cc1
    1.2	2.8
> O=C(Cc1ccccc1)Nc1ncccn1
    -18.2	2.7
> Cc1ccc(C(=O)N2CCCC(N3CCN(c4ccccc4F)CC3)C2)s1 (stereo not given)
    12.3	1.5
> O=C(CCc1ccc(O)cc1)c1c(O)cc(O)cc1O[C@@H]1O[C@H](CO)[C@@H](O)[C@H](O)[C@H]1O
    -5.6	9.1

Continued:
Every second line gives: TAG inh	TAG inh DAPI viability
> O=C(NC(=S)NNS(=O)(=O)c1ccccc1)c1ccc([N+](=O)[O-])cc1
    4.4	0.7
> O=C(Nc1cccc(S(=O)(=O)N2CCOCC2)c1)c1cc2ccccc2o1
    14.7	15.5
> Cc1ccc(NC(=S)NCc2ccc(F)cc2)cc1
    -2.0	-1.3
> C/C(=N\NC(=O)CCn1nnc2ccccc21)c1cccs1
    -13.3	-2.5
> Cn1c(CNc2ccc(Cl)cc2)nc2ccccc21
    -16.0	0.4
> O=C(Nc1ccccc1N1CCOCC1)c1ccccc1NS(=O)(=O)c1ccc(F)c(F)c1
    10.1	-19.4
> COc1ccc(S(=O)(=O)N2Cc3ccccc3CC2C(=O)Nc2ccc(O)cc2)cc1OC (stereo not given)
    -4.6	-0.1
> Cc1ccccc1OCC(=O)NCC(C)(C)N1CCOCC1
    -8.5	1.0
> O=C1/C(=C/c2cccnc2)CCc2c1[nH]c1ccccc21
    -3.7	0.9
> COc1ccc(-n2cnc3c(N)nc(N)nc32)cc1
    -15.7	2.9
> N#CCCN(C(=O)COc1ccc(F)cc1Br)c1ccccc1F
    1.6	-3.6
> Cc1noc(C)c1COc1ccc(C(=O)OCC(=O)Nc2ccc3ccccc3c2)cc1
    -4.9	-5.8
> O=C(CCC(=O)NC1CC1)Nc1nnc(C2CCCCC2)s1
    10.2	4.2
> CC1(Cc2ccc3c(c2)OCO3)NC(=O)NC1=O (stereo not given)
    10.2	0.0
> COc1ccc(NC(C)=O)cc1S(=O)(=O)Nc1ccc(C(=O)N2CCCC2)cc1
    13.0	149.7

Further compounds
Every second line gives: TAG inh	TAG inh DAPI viability
> COc1cc(CN2CCNC(=O)C2CC(=O)N(Cc2nccn2C)C(C)C)cc(OC)c1 (stereo not given)
    -1.1	-1.7
> COc1cccc(-c2cnc(C(O)c3ccc(Cl)c(Cl)c3)[nH]2)c1 (stereo not given)
    -18.3	-2.9
> COc1cccc(CC2(CO)CCCN(S(=O)(=O)N(C)C)C2)c1 (stereo not given)
    -10.2	3.8
> COc1ccc(-c2[nH]c3ccccc3c2SCCN)cc1
    30.0	5.8
> O=C(NCC1CCCO1)c1cccc(N2C(=O)C3C4C=CC(C4)C3C2=O)c1 (stereo not given)
    -6.2	-5.0
> Cc1cccc(NC(=O)COC(=O)CN2C(=O)C3CCCCC3C2=O)c1C (stereo not given)
    -5.9	2.9
> NC(=O)NCC(=O)N1CCN(S(=O)(=O)c2ccc(Cl)s2)CC1
    13.2	10.3
> COc1ccc(-c2ccc(N)cn2)cn1
    6.2	-4.9
> Cc1cccc(OCCC(=O)Nc2ccc(F)c(F)c2)c1
    -19.8	1.8
> O=C(Nc1cccc(O)c1)C1CCCN1C(=O)OCc1ccccc1 (stereo not given)
    -10.8	-13.7
> CN1c2ccsc2C(O)=C(C(=S)Nc2ccccc2)S1(=O)=O
    -2.6	-9.1
> CC(C)C[C@@H](CN1CCCC1CN1C(=S)NC[C@@H]1Cc1ccc(O)cc1)N1C[C@H](Cc2ccccc2)N(CC2CCCCC2)C1=S (stereo not given in full)
    53.0*	-49.6*
> CC(C)Oc1ccccc1-c1nc(SCC(=O)O)n[nH]1
    9.1	-5.1
> O=c1c2sc(-c3ccccc3)cc2nc2n1CCCCC2
    -2.0	0.5
> Cc1nc(N2CCOCC2)c2c(C)c(C(=O)Nc3ccccc3Cl)sc2n1
    -4.1	-4.7

The list continues:
Every second line gives: TAG inh	TAG inh DAPI viability
> Nc1cc2nc[nH]c2cc1N
    13.2	-7.8
> C[C@H](NC(=O)C1CCN(S(=O)(=O)c2ccccc2)CC1)C(=O)NC1CC1
    14.2	0.3
> Cc1ccc(C(=O)N2CC(=O)Nc3ccc(F)cc3C2c2ccccc2)cc1[N+](=O)[O-] (stereo not given)
    -14.5	-5.2
> O=C(CSc1nnc(Cc2cc(=O)[nH]c(=O)[nH]2)n1-c1ccc(F)cc1)N1CCCCC1
    -11.0	-8.1
> COc1ccc(CC(=O)Nc2cc3oc4ccccc4c3cc2OC)cc1
    4.4	-4.6
> O=C(C1COc2ccccc2O1)N1CCN(c2ccccc2O)CC1 (stereo not given)
    -4.4	10.2
> COc1cccc(OCc2cc(C(=O)N(C)C3CCOCC3)no2)c1
    4.2	-4.7
> c1ccc2cc(CCCc3cc4ccccc4cn3)ncc2c1
    8.8	-16.1
> COc1cc(C(F)(F)F)c(C(=O)N(C)Cc2cc(Cl)cc(Cl)c2)cn1
    -19.3	8.9
> CCN(CC)c1ccc(NC(=O)CSc2nc3nc(C)cc(C)c3c(=O)[nH]2)cc1
    4.4	2.1
> CC(C)N1CCC1(C)C(=O)Nc1ccc2scnc2c1 (stereo not given)
    6.5	4.2
> NC(=O)CSc1nc2sc(-c3ccccc3)cc2c(=O)n1N
    -1.1	2.8
> C1=CN2CCC1C(c1ccccc1)C2 (stereo not given)
    18.0	-1.2
> Cc1n[nH]c(=S)n(NC(=O)/C=C/C(=O)Nn2c(=S)[nH]nc(C)c2=O)c1=O
    18.0	0.1
> CC(C)C1C(=O)N(Cc2cn(Cc3ccco3)nn2)CCS(=O)(=O)N1Cc1ccc(-c2ccc(Cl)c(Cl)c2)cc1 (stereo not given)
    3.6	3.3

A draw from above in order of molecular weight, high to low:
Every second line gives: TAG inh	TAG inh DAPI viability
> Cc1n[nH]c(=S)n(NC(=O)/C=C/C(=O)Nn2c(=S)[nH]nc(C)c2=O)c1=O
    18.0	0.1
> C[C@H](NC(=O)C1CCN(S(=O)(=O)c2ccccc2)CC1)C(=O)NC1CC1
    14.2	0.3
> c1ccc2cc(CCCc3cc4ccccc4cn3)ncc2c1
    8.8	-16.1

Copied from the list:
For TAG inh DAPI viability, C1=CN2CCC1C(c1ccccc1)C2 (stereo not given) is entered as -1.2
For TAG inh, CCN(CC)c1ccc(NC(=O)CSc2nc3nc(C)cc(C)c3c(=O)[nH]2)cc1 is entered as 4.4
For TAG inh DAPI viability, COc1cc(C(F)(F)F)c(C(=O)N(C)Cc2cc(Cl)cc(Cl)c2)cn1 is entered as 8.9
For TAG inh, c1ccc2cc(CCCc3cc4ccccc4cn3)ncc2c1 is entered as 8.8
For TAG inh, Nc1cc2nc[nH]c2cc1N is entered as 13.2
For TAG inh DAPI viability, COc1ccc(CC(=O)Nc2cc3oc4ccccc4c3cc2OC)cc1 is entered as -4.6

The results go on.
Every second line gives: TAG inh	TAG inh DAPI viability
> COc1ccc2[nH]c3c(c2c1)CCN1C(=O)C(CC(=O)NCCN2CCOCC2)C[C@H](C(=O)N2CCOCC2)[C@@]31C (stereo not given in full)
    17.8	-11.3
> Cc1cccc2cc(C#N)c(SCC(=O)N3CCC(C)CC3)nc12
    -14.6	-2.6
> Cc1cc(C)n2nc(SCC(=O)NC(=O)c3ccccc3Cl)nc2n1
    5.2	4.5
> C/C(=N\NC(=O)C(=O)Nc1c(C)n(C)n(-c2ccccc2)c1=O)c1ccc(Cl)s1
    15.3	-18.3
> CCOc1ccccc1N(CC(=O)N1CCCC1)S(C)(=O)=O
    5.0	-1.8
> COc1ccc(CN(CCC#N)CCC2(c3ccccc3)CC(C)N(C)CC2C)cc1OC (stereo not given)
    15.9	-8.3
> O=C1c2cccc3cccc(c23)C(=O)N1OS(=O)(=O)c1ccccc1
    7.6	9.9
> CCOC(=O)c1cc2c(s1)-c1c(C)cccc1OC2
    -1.4	125.5
> Cc1cc(C)cc(NC(=O)C2C3C=CC(O3)C2C(=O)O)c1 (stereo not given)
    -1.6	-2.8
> Cc1cc(Oc2ccc(-c3ccccc3)cc2)n2ncnc2n1
    -6.3	-2.2
> COc1ccc(S(=O)(=O)N2CCOCC2)cc1NC(=O)CCCOc1ccc(Cl)cc1C
    4.5	-8.6
> C/C(=N\NC(=O)COc1cccc(C)c1)c1ccc2ccccc2c1O
    3.8	-12.2
> COC1=CC(=O)OC(c2ccc(OC)cc2)C1 (stereo not given)
    2.8	0.3
> Cc1cc2nc(-c3ccc(NC(=O)C(C)C)cc3)oc2cc1C
    9.9	36.2
> C=C(C)c1cccc(C(C)(C)NC(=O)N2CCN(c3ccccc3)CC2)c1
    8.9	-5.3

Next section (three carried over from the part before).
Every second line gives: TAG inh	TAG inh DAPI viability
> COC1=CC(=O)OC(c2ccc(OC)cc2)C1 (stereo not given)
    2.8	0.3
> Cc1cc2nc(-c3ccc(NC(=O)C(C)C)cc3)oc2cc1C
    9.9	36.2
> C=C(C)c1cccc(C(C)(C)NC(=O)N2CCN(c3ccccc3)CC2)c1
    8.9	-5.3
> C/C(=N/NC(=O)CSc1nc2ccccc2n1C)c1ccncc1
    -0.3	-4.2
> c1ccc(C2[C@H]3CN(CC4CCCCC4)[C@H](c4ccccc4)C34CC2(c2ccccc2)C4)cc1 (stereo not given in full)
    -20.5	7.2
> CCOc1ccc(NS(=O)(=O)c2ccc3[nH]c(=O)cc(C(=O)O)c3c2)cc1
    2.1	-4.5
> CCOC(=O)C1CCN(C(=O)C2CCCCC2)CC1
    -5.0	-0.1
> Cc1ccc(-n2[nH]c(C)c(C=NCc3ccncc3)c2=O)cc1
    -5.6	5.8
> COc1ccc2c(C)nc(Nc3nc(-c4ccccc4)cc(=O)[nH]3)nc2c1
    107.5	-61.6
> Cc1cccc(C(=O)OCC(=O)NN2C(=O)NC3(CCC(C)CC3)C2=O)c1O (stereo not given)
    17.8	0.5
> CCn1c(SCC(=O)NC2CCCCC2)nc2c(c1=O)SC(C)C2 (stereo not given)
    -10.0	7.2
> O=C(COC(=O)CCc1ccccc1)NCc1ccc2c(c1)OCO2
    5.1	-2.7
> Cc1ccc(NC(=O)CCC(=O)NNC(=S)Nc2ccc(F)cc2F)cc1C
    27.3	-4.5
> COc1ccc(N(C(C)C(=O)NCc2ccco2)S(C)(=O)=O)cc1 (stereo not given)
    -23.7	7.0
> CC[C@]12c3[nH]c4ccc(Cl)cc4c3CCN1C(=O)[C@@H](CC(=O)NCCN1CCOCC1)C[C@@H]2C(=O)N1CCN(C(=O)c2ccco2)CC1
    17.4	3.7
> COc1cccc(NC2=NCC(=O)N2Cc2cccs2)c1
    5.6	-5.6
> OCCN1CCN(CCO)C1=S
    -3.0	-0.4
> CC(C)Oc1cccc(NC(=O)C2(C)CCN2C(=O)C(C)C)c1 (stereo not given)
    -12.7	6.1
> Cc1ccc(S(=O)(=O)N2CCN(C(=O)c3cccs3)CC2)cc1
    -28.8	3.0
> CCOc1ccc(NC(=O)CN2CCN(CC(=O)Nc3ccc(F)c(F)c3)CC2)cc1
    13.3	-1.6

A portion of the library (hit frequency here may not be typical).
